iPSC survival up = enhancers of single-cell hiPSC survival, primary screen, ATPlite luminescence; survival enhancement, % at 20 µM; AID 602274, 2012; 100% = ROCK inhibitor wells, 0% = DMSO; 0.044% of 360,000 active; in the data active means survival enhancement above about 18%;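 further: cells exposed to compounds for 16 hours before the ATP read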
ABCB6 inh MLPCN = ABCB6 transporter inhibitors, primary screen, K562-ABCB6 cells, flow cytometry, MLPCN library | K562-ABCB6 porphyrin accumulation, 1 h; stronger effect = lower value | fluorescence ratio to DMSO, % at 10 µM | 0.19% of 360,000 active | AID 602162, 2011;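 active means fluorescence ratio to DMSO below 75%, the collection mean minus 3 SD; inconclusive means too few cells collected in the well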;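 further: signal is porphyrin accumulated inside mitochondria; 100% equals median channel fluorescence of DMSO control wells; lower ratio means ABCB6 inhibition with less porphyrin fluorescence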
Target sequence (Q9NP58 whole entry, looked up): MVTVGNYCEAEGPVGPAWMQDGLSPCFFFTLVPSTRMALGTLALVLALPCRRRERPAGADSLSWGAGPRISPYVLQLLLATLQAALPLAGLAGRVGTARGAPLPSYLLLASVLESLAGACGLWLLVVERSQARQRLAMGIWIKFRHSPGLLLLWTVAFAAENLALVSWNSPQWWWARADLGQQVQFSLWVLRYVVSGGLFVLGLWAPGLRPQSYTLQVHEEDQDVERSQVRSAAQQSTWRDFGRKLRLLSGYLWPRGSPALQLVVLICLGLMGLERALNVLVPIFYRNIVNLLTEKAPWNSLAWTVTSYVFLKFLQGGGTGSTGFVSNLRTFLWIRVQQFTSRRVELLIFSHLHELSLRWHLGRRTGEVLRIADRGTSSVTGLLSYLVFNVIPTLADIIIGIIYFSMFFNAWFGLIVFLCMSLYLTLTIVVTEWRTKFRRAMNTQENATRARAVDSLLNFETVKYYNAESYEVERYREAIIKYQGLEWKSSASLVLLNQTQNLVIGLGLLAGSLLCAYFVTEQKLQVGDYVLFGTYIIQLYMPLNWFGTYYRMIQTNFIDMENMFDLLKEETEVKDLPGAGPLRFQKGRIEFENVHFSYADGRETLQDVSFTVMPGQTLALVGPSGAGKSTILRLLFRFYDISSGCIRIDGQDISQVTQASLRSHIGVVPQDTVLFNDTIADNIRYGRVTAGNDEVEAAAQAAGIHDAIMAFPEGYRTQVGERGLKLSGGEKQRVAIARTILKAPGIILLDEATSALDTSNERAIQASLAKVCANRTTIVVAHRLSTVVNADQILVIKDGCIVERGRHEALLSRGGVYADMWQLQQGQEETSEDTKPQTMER
Vif inh = HIV Vif self-association inhibitors, primary screen, imaging, HEK293T, single point. AID 602346, 2012. HEK293T cells, Vif self-association by quenched fluorescence, 24 h. inhibition, % at 7.49 µM. 0.35% of 340,000 active; in the data active means inhibition above about 50%, passing the limit was not always enough; inconclusive means no clear call, values can overlap the other calls; inactive means below about 31%; further: some results filed as inactive read as strong as hits
N-glyco inh = increase of ERlucT glycosylation luciferase signal, primary screen, N-linked glycosylation inhibitor project, D54 ERlucT cells, luminescence, set 2; D54 ERlucT glycosylation luciferase reporter, 24 h; percent of 100 nM tunicamycin response; reporter increase, % at 12.5 µM; 0.23% of 360,000 active; AID 588692, 2011;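 active means mean luciferase reporter signal, scaled so untreated is 0 and the glycosylation-blocking control 100, at or above a set limit in every replicate; inconclusive means mean reaches the limit but not every replicate does; inactive means mean below the limit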;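 further: luciferase carries N-glycosylation sites so blocking glycosylation raises the light; 0% = median of neutral control wells and 100% = median of 100 nM tunicamycin wells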
aDG glyco act = activators of alpha-DG glycosylation, primary screen, uHTS, Pro5-aDG cells, AlphaScreen | alpha-DG glycosylation AlphaScreen (IIH6); 0% Pro5, 100% B10-LARGE cell signal | activation, % at 10 µM | 0.22% of 360,000 active | AID 624168, 2012;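 active means activation of at least 8% versus controls, or a plate z-score of at least 8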;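 further: Pro5 are CHO cells carrying HIG-tagged alpha-DG that lacks glycosylation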
H9c2 protect = cardioprotection against H2O2-induced cell death, primary screen, uHTS, H9c2 cells, ATPLite luminescence. H9c2 cardiomyocytes, H2O2 injury protection, 2 h. protection from H2O2 cell death, % at 20 µM. 0.63% of 360,000 active;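 active means compounds giving at least 50% protection of heart cells from peroxide-induced death in the single-dose screen, raw or plate-pattern-corrected value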;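 further: 0% = DMSO wells with peroxide and 100% = DMSO wells without peroxide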
CaV13 FRET inh = Disruptors of the CACNA1D IQ motif to Ca2+-dependent inactivation inhibitor domain association, primary screening, Förster resonance energy transfer in intact living … | inhibition, % at 12.3 µM | HEK cells, CFP/YFP FRET ICDI-IQ, plate reader, 10 min; percent FRET-ratio fall versus neutral wells | 0.098% of 340,000 active;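 active means mean replicate inhibition of at least 30% and at least 1% of replicates passing that level; inconclusive means only one of the two criteria is met; inactive means neither criterion is met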;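 further: 0% = median of the neutral control wells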
PDI inh = inhibitors of human PDI, primary screen, biochemical, turbidity, single point, plate reader; Protein disulfide-isomerase (Homo sapiens), P07237; PDI insulin aggregation turbidity, A650, 90 min; inhibition, % at 10 µM; 0.052% of 350,000 active;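 active means mean inhibition across replicates of 30% or more, whatever share of single replicates reach that level; inconclusive means mean inhibition below 30% while every single replicate reaches 30%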;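 further: absorbance from insulin aggregation driven by PDI reduction with DTT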
m5-HT2A agonist = mouse Htr2a agonists via beta-arrestin recruitment, primary screen, cell-based, luminescence | 5-hydroxytryptamine receptor 2A (Mus musculus), P35363 | CHO-K1 mHTR2A beta-arrestin complementation; percent of 30 µM serotonin response | activation, % at 7.6 µM | 0.66% of 360,000 active | AID 624169, 2012;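 active means activation above a run cutoff, the mean activation of all tested compounds plus 3 SD, cut at about 14% in these data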;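 further: 0% = plate median of compound wells and 100% = 30 µM serotonin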
Exocytosis inh = LAMP-1 surface exposure blockers, TALL-104 cells – cell-based, flow cytometry, MLPCN library, primary screen | TALL-104 LAMP-1 surface exposure; cells stimulated with thapsigargin and PMA | AID 651702, 2012 | 0.66% of 360,000 active | inhibition, % at 10 µM;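 active means inhibition above about 55%, limit read from the data; inconclusive means no clear call, values can overlap the other calls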
Starred values were filed as active, the others as inactive; ? = inconclusive; . = not tested or not shown.

SMILES	iPSC survival up	ABCB6 inh MLPCN	Vif inh	N-glyco inh	aDG glyco act	H9c2 protect	CaV13 FRET inh	PDI inh	m5-HT2A agonist	Exocytosis inh
CN(c1ccc(OCC(=O)N2CCCCC2)cc1)S(=O)(=O)c1cccs1	0.6	103	-11	-1	-0.2	-4	-5	0	-1	-3
COc1ccc(C(=O)OCC(=O)NCC2CCCO2)cc1[N+](=O)[O-] (configuration not stated)	-0.3	90	-2	-1	-0.1	13	-7	11	0	-1
CCC/C(=C1/c2ccccc2C(=O)N1c1ccccc1)c1ccc(O[C@@H]2CCCCO2)cc1	-2.1	97	-1	-2	-0.1	-13	-11	-2	-4	-2
COc1cccc(-c2ccc3nnc(SCC(=O)N4CCOCC4)n3n2)c1	-0.5	99	3	1	0.0	7	-5	-1	-1	-1
COc1ccc(CN2C(=O)c3ccccc3C2=O)cc1C(=O)N(C)CC(=O)Nc1ccc(F)cc1	0.0	94	3	0	0.0	0	-3	9	2	2
N=c1c(C(=O)NCc2ccc(F)cc2)cc2c(=O)n3ccccc3nc2n1CCCN1CCOCC1	-4.4	.	17	0	2.5	20	.	-13	-1	11
COc1cc(OC)cc(C(=O)N[C@H](C(=O)OCC(=O)Nc2ccc(C(N)=O)cc2)C(C)C)c1	1.9	95	6	2	0.0	15	-1	2	9	1
Cc1nnc(-c2cccc(Br)c2)c2cn(-c3ccc(Br)cc3)nc12	-0.7	101	0	-5	-0.2	1	-9	-6	1	-2
C=CCN1C(=O)C2(OCCO2)c2cc(C)ccc21	-0.6	101	.	2	0.0	9	-3	-8	-1	0
CCOC(=O)C1=C(O)C(=O)N(Cc2cccnc2)C1c1ccc(C)cc1 (configuration not stated)	0.9	105	4	-1	-0.1	9	-3	-6	10	-3
O=C(COC(=O)CNC(=O)c1cccc(OC(F)F)c1)NNC(=O)c1ccccc1	-0.5	96	-3	0	-0.3	-5	-6	-7	-5	-1
OCCC1CN(Cc2ccc(-c3ccco3)cc2)CCN1Cc1ccsc1 (configuration not stated)	0.5	101	-1	0	0.2	-8	6	-2	-1	0
O=C(O)CS(=O)CC(=O)NCc1cccc(C(F)(F)F)c1 (configuration not stated)	-1.3	101	-9	0	0.1	0	-6	-5	-3	-4
COc1ccc(-c2nc(-c3ccccc3)c(-c3cc([N+](=O)[O-])ccc3C)[nH]2)cc1OC	-0.9	86	-12	7	1.3	-2	-4	-2	4	-6
Cc1ccnc(NC(=O)COC(=O)C23CC4CC(CC(C4)C2)C3)n1	0.8	106	1	0	-0.1	-2	-16	-2	0	-1
CCN1CCN(S(=O)(=O)c2ccc(Cl)c(C(=O)N(C)C3CCCCC3)c2)CC1	1.2	83	-6	1	0.0	-7	6	1	3	10
COc1ccc(CCNC(=O)c2cnc3n(c2=O)CCS3)cc1OC	-1.1	97	.	1	-0.1	6	-9	0	-1	-1
CNC(=O)c1c(C)[nH]c(=S)c(C#N)c1-c1ccco1	1.2	99	8	1	-0.1	-2	-6	0	7	1
Cn1c(SCC(=O)Nc2ccc(N3CCOCC3)cc2)nnc1-c1ccccc1F	-0.5	100	-4	2	0.0	0	-5	-6	12	-14
O=[N+]([O-])c1cc(/C=N/N2CCN(Cc3ccccc3)CC2)ccc1Cl	-0.7	90	-5	-2	-0.3	-9	.	3	1	-3
O=C(Nc1ccc(F)cc1F)c1ccc2c(c1)[nH]c(=O)n2Cc1ccc(F)cc1	-0.2	99	-2	-4	0.1	-1	-4	-3	-7	6
COc1ccc(COC(=O)C2=C(C)NC(=O)NC2c2ccc(F)cc2)cc1 (configuration not stated)	0.4	95	-12	-6	0.1	6	-5	1	4	-10
COCCn1c(=O)[nH]c2cc(C(=O)N3CCN(c4cccc(C)c4C)CC3)ccc2c1=O	0.1	97	-11	5	0.7	-10	-4	-8	15*	2
CNC(=O)c1ccc(Nc2nnc(-c3ccc(C(N)=O)cc3)c3ccccc23)cc1	-0.5	98	4	2	0.2	12	-4	-8	2	?
CCOC(=O)Cc1cnc(NC(=O)CSc2nc(C(C)C)cc(=O)[nH]2)s1	0.1	93	3	-2	-0.1	0	-4	0	12	-13
COCCNC(=O)C(=O)N/N=C(\C)CC(=O)Nc1cccnc1	0.0	100	?	1	-0.4	5	-1	7	0	-1
COc1cccc(-c2csc(N3CCN(S(=O)(=O)c4ccc(F)cc4)CC3)n2)c1	-2.1	101	-3	-5	0.1	4	-8	4	-2	3
CC1(C)Cc2c(sc3nc[nH]c(=O)c23)CO1	-1.4	102	3	3	-0.2	3	-4	4	-2	7
CC(=O)c1cc2c(cc1NC(=O)Cc1c(C)noc1C)OCO2	1.7	103	8	5	0.3	9	-6	-9	-1	15
O=C(CN1C(=O)S/C(=C\c2ccc(-c3cc(C(=O)O)ccc3Cl)o2)C1=O)Nc1ccc2c(c1)OCO2	-0.3	95	0	-1	-0.2	1	-3	12	6	1
CCOC(=O)CC1C(=O)NCCN1C(=O)c1ccc(Cl)c(Cl)c1 (configuration not stated)	0.1	96	-3	1	0.0	2	-4	1	8	2
C=C1CCN(c2ccc(C(=O)NCc3ccccc3)cc2[N+](=O)[O-])CC1	-0.7	103	-2	-4	0.6	-4	-9	-6	-8	0
Cc1cc(C(=O)Nc2ccc3nc(C)sc3c2)c2ccccc2n1	1.0	97	5	0	-0.1	3	3	3	4	-6
CCOC(=O)N1CCN(c2ccc3nnnn3n2)CC1	2.9	98	4	1	0.1	18	-2	-3	-2	-1
CC(=O)c1ccc([C@H]2C[C@@]34CN(C(=O)OC(C)(C)C)S(=O)(=O)[C@H]3C[C@H]2O4)cc1	-1.4	95	-5	-5	-0.2	10	-9	-4	1	30
CC(=O)/C=C1/C(=O)Nc2ccccc21	-2.1	105	6	11	-0.2	-5	7	-1	0	7
Cc1ccc(S(=O)(=O)N2CCN(C(=O)Cc3c(F)cccc3Cl)CC2)cc1	-0.4	92	-1	-1	-0.1	-2	-6	8	0	-5
Cc1ccccc1OCc1nc(-c2ccc(NC(=O)c3ccc4c(c3)OCO4)cc2)no1	-1.7	86	26	?	-0.4	-31	-4	4	0	-1
COCCCn1c(SCC(=O)Nc2cccc(C)n2)nnc1-c1ccco1	10	103	.	0	0.0	12	-4	-1	1	-1
CC(=O)c1cccc(NC(=O)C2Cc3c(-c4cccc(F)c4)ccnc3O2)c1 (configuration not stated)	1.3	97	.	0	0.2	-11	-4	0	2	-2
COc1ccc(CC(=O)OCC(=O)N2CCCC(C)C2)cc1 (configuration not stated)	-0.6	86	14	0	-0.1	0	-3	-6	3	-9
COc1ccc(-c2nc(SCc3ccccc3)n(S(C)(=O)=O)n2)cc1	-4.5	100	-13	1	0.1	1	-4	0	-7	4
Cc1csc(NC(=O)CCc2c(C)nc3cc(-c4cccc(F)c4)nn3c2C)n1	1.6	96	9	0	-0.1	16	-6	-2	0	-2
O=C(O)c1ccc(-c2ccc(Cl)cc2Cl)o1	2.9	97	-1	3	0.0	-2	-6	-6	-6	1
Cc1cc(NC(=O)Cn2cnc3c(nnn3-c3ccc(C)c(Cl)c3)c2=O)no1	-0.6	98	-1	1	-0.2	0	-8	1	0	-1
Cc1ccc(S(=O)(=O)Nc2cccc(Oc3cnccn3)c2)cc1	-0.2	98	4	1	0.5	0	-4	-3	-3	-3
O=c1cc(N2CCN(c3ccccc3)CC2)[nH]c(=O)n1-c1ccccc1Cl	-1.9	101	0	0	-0.2	-4	-7	4	-3	-3
Cc1cc(C)c(C(=O)CC(=O)c2cccnc2)c(C)c1	-0.9	97	-4	3	0.1	-1	-6	-7	2	-1
Cc1cccc(NC(=O)NC(=O)c2ccccc2)n1	-0.8	95	-5	-1	-0.1	-2	-10	-2	-3	0
COc1ccccc1S(=O)Cc1ccc(C(=O)O)o1 (configuration not stated)	1.6	103	6	0	-0.3	2	-7	-4	-7	1
(listing goes on)
SMILES	iPSC survival up	ABCB6 inh MLPCN	Vif inh	N-glyco inh	aDG glyco act	H9c2 protect	CaV13 FRET inh	PDI inh	m5-HT2A agonist	Exocytosis inh
CN(C)c1ccc(C=NNC(=O)c2cccc3ccccc23)c(Cl)c1	-0.2	104	-5	13	0.1	-5	-10	-60	-6	24
Cc1noc(C)c1C(=O)Nc1cccc2ncccc12	0.1	103	-2	1	-0.1	2	-4	-7	6	-21
Cc1ccc(CNC(=O)C2CCN(C(=O)Nc3ccccc3)CC2)cc1	0.9	95	13	0	0.0	0	-5	-14	5	-5
Clc1cccc(Cc2ccc(Cl)nn2)c1	-1.2	100	1	-3	0.0	13	-1	-3	-3	8
CC(C)n1nnnc1C1c2ccccc2C(=O)N1CCCn1ccnc1 (configuration not stated)	-0.1	347	.	.	0.0	.	-7	.	1	0
CC(C)(C)c1ccc(C(=O)NCCN2CCCC2)cc1	1.5	96	2	-5	-0.1	7	0	2	-5	-7
CC(/C=N\N1CCN(Cc2ccc(C)cc2)CC1)=C\c1ccccc1	0.0	101	-27	1	0.5	-3	0	8	-5	0
O=C(O)c1ccc2c(c1)CCC2	0.9	101	8	1	-0.4	2	-4	2	-1	6
CCOCCCNC(=S)N1CCCN(c2nc3cc(C)ccc3cc2C#N)CC1	2.1	95	-10	0	0.0	-9	-6	-2	2	1
CCc1cc2c(cc3c(=O)n(CC(=O)N4CCN(c5ccccn5)CC4)nc(CC)n32)s1	0.3	94	-2	2	0.3	15	-8	-2	-3	9

Marked active in m5-HT2A agonist, among the entries above:
compound | ABCB6 inh MLPCN | Vif inh | N-glyco inh | aDG glyco act | CaV13 FRET inh | PDI inh | m5-HT2A agonist | Exocytosis inh
COCCn1c(=O)[nH]c2cc(C(=O)N3CCN(c4cccc(C)c4C)CC3)ccc2c1=O | 97 | -11 | 5 | 0.7 | -4 | -8 | 15* | 2

(next part)
SMILES	iPSC survival up	ABCB6 inh MLPCN	Vif inh	N-glyco inh	aDG glyco act	H9c2 protect	CaV13 FRET inh	PDI inh	m5-HT2A agonist	Exocytosis inh
CCCCCCCNC(=O)C1(CC2CC(c3cccc(Br)c3)=NO2)CCN(C(=O)c2cc(OCC)c(OCC)c(OCC)c2)CC1 (configuration not stated)	4.1	98	-5	0	-0.1	0	-9	-1	3	-2
Cc1ccc(-c2nnn(CC(=O)N(CC3CCCO3)C(C(=O)NC3CCCC3)c3ccc(O)cc3)n2)o1 (configuration not stated)	-0.8	97	-2	0	0.1	-4	-3	-3	1	0
O=C(OCC(=O)c1ccccc1Br)c1ccncc1	-0.3	96	-5	0	-0.1	-1	-2	4	-1	-2
O=C(c1ccc(F)cc1)C1CCN(C(=O)c2ccccc2)CC1	-0.6	94	2	-5	0.0	9	-21	1	-2	-3
CCOc1[nH]n(-c2ccccc2)c(=O)c1C=NCC(=O)OC	0.2	92	-15	1	-0.2	6	0	5	7	27
C=CCSc1nc2c(c(=N)n1CC=C)C1CCCC1S2 (configuration not stated)	0.6	106	9	-1	-0.2	-6	-4	3	8	1

Screening results from PubChem BioAssay.
